NPY-Y1 antag = NPY-Y1 (human) receptor antagonism; P25929; HEK293-CNG Y1 cells, membrane potential fluorescence; NPY at EC95, then isoproterenol; inhibition, % at 3.6 µM; actives 1% (n = 200,000); AID 1040;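 active = inhibition above the campaign mean inhibition of all tested compounds plus 3 SD, cut at about 20% in these data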;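 note: 0% = DMSO wells given NPY plus isoproterenol and 100% = isoproterenol alone without NPY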
Target sequence (P25929 whole entry, looked up): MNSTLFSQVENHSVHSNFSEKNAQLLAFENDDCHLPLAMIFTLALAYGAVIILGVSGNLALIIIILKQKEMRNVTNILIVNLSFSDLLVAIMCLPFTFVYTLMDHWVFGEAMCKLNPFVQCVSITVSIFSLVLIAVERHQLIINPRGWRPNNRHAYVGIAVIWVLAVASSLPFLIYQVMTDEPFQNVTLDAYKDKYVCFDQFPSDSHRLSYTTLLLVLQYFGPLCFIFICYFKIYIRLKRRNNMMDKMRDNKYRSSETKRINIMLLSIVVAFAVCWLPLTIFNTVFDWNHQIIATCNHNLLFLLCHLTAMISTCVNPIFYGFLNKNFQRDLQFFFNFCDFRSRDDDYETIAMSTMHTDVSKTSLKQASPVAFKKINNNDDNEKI
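Material: HEK293 cells co-expressing NPY Y1 receptor and cyclic-nucleotide gated channel. Timing: compound incubation 1 h at room temperature, readout 45 min post-stimulation. Signal: fluorescence, membrane potential probe.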
S1P4 antag = blocks the human S1P4 receptor; S1P4-expressing cells, antagonist mode, reporter read-out; actives 0.26% (n = 220,000); O95977; AID 1510; inhibition, % at 4.98 µM; in the data active = inhibition above about 29%;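 note: 0% = wells stimulated with agonist and 100% = vehicle wells without agonist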
BaF3 tox = reduces parental Ba/F3 cell viability, JAK2V617F counter-screen; CellTiter-Glo ATP luminescence; inhibition, % at 5.6 µM; actives 1.1% (n = 220,000); AID 1486;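 active = inhibition above a per-campaign cutoff, the mean inhibition of all tested compounds plus 3 SD, cut at about 27% in these data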;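 note: 0% = DMSO wells and 100% = JAK Inhibitor I control wells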
NPY-Y2 PAM-ag = human NPY-Y2 potentiation or agonism, primary screen | P49146 | cells expressing NPY-Y2, potentiator/agonist read-out | activation, % at 3.6 µM | actives 0.45% (n = 220,000) | AID 1359; in the data active = activation above about 27%;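 note: cells stimulated with NPY near EC25 plus isoproterenol at EC100; 0% = vehicle plus submaximal agonist and 100% = vehicle plus saturating agonist; some results beyond the cut were filed as inactive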
Target sequence (P49146 whole entry, looked up): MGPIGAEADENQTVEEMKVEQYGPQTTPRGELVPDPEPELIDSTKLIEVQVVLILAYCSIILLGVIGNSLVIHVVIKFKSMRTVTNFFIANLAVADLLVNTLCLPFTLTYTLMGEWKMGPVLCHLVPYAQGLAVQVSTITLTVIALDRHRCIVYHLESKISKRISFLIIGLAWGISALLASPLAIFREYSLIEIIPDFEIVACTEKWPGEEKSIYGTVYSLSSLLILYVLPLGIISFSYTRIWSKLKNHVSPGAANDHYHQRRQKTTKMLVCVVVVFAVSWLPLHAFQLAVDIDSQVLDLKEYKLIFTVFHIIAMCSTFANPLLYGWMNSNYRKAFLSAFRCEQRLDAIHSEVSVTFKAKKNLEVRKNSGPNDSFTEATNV
Runt-CBFb FRET = inhibitors of human RUNX1 Runt domain binding to CBFb; Q01196+Q13951; Cerulean-Runt/Venus-CBFb FRET ratio 530/480, 1 h; inhibition, % at 20 µM; actives 0.46% (n = 220,000); AID 1496;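 active = inhibition over about 50% at 20 µM in the single-dose screen, limit read from the data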;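 note: 0% = DMSO wells and 100% = excess unlabeled CBFb competitor control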
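Assay system: Cerulean-Runt domain fusion protein, energy donor; Signal: fluorescence energy transfer, 422 nm excitation, 530/480 nm emission; Timing: 1 h compound exposure, room temperature; Control set: unlabeled CBFb; Medium: Tris buffer pH 7.5 with salts and BSA; Compound: single test concentration of 20 µM, 1% DMSO final; Probe or stimulus: Venus-CBFb 100 nM.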
Ba/F3 V617F tox = reduce viability of Ba/F3 cells dependent on JAK2V617F | Ba/F3 EpoR-JAK2V617F viability, ATP luminescence | inhibition, % at 5.6 µM | actives 1.1% (n = 220,000);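 active = inhibition above the campaign mean plus 3 SD over all tested compounds, cut at about 24% in these data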;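 note: cytokine-independent growth of Ba/F3 cells driven by EpoR plus mutant JAK2; 0% = DMSO-treated cells and 100% = JAK inhibitor I control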
S1P4 agonist = human S1P4 receptor agonism; S1P4-expressing cell line, agonist reporter assay; activation, % at 4.98 µM; actives 0.35% (n = 220,000); AID 1509; in the data active = activation above about 11%;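 note: 0% = DMSO vehicle and 100% = reference agonist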
NPY1 pot ag = potentiates or activates human NPY-Y1 receptor. activation, % at 3.6 µM. actives 0.37% (n = 220,000). AID 1304. NPY-Y1 expressing cells, potentiator/agonist activation; in the data active = activation above about 33%, passing the limit was not always enough;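 note: cells stimulated with NPY at EC10 then isoproterenol at EC100; 0% = low agonist plus stimulus and 100% = saturating agonist plus stimulus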
RBBP9 inh = inhibitors of human serine hydrolase RBBP9. O75884. recombinant RBBP9, FP-Rh probe fluorescence polarization. inhibition, % at 7.94 µM. actives 0.2% (n = 220,000);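 active = inhibition above the campaign mean of all tested compounds plus 3 SD, cut at about 14% in these data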;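 note: plate controls were DMSO wells with RBBP9 for no effect and wells lacking RBBP9 protein for full effect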
Target sequence (O75884 whole entry, looked up): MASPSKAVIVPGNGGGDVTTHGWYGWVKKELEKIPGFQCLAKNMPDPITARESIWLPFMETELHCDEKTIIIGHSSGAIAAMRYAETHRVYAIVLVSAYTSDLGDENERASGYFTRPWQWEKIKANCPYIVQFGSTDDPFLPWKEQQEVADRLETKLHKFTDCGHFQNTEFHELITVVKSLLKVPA
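Assay system: recombinant human RBBP9; Reagent: Serine-hydrolase probe FP-Rh, 375 nM pre-mixing; Doses: 7.94 µM single dose, 0.794% DMSO; Incubation: 30 min then 45 min, 25 °C; Detection: fluorescence polarization (mP), excitation 525 nm, emission 598 nm; Evaluation: percent inhibition from mP, scaled between DMSO and no-protein wells.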
An asterisk follows results filed as active; . = not tested or not shown.

SMILES | NPY-Y1 antag | S1P4 antag | BaF3 tox | NPY-Y2 PAM-ag | Runt-CBFb FRET | Ba/F3 V617F tox | S1P4 agonist | NPY1 pot ag | RBBP9 inh
CCOC(=O)/C(C#N)=C/c1ccc(OCC(=O)Nc2ccc(C)c(C)c2)c(OC)c1 | 4 | -5 | 5 | 0 | -25 | 0 | -2.1 | 5 | -2
Cc1ccc(C)c(NC(=O)CN(C)C(=O)Cc2ccccc2)c1 | -2 | -8 | 1 | 10 | 0 | -2 | 1.7 | 14 | -9
O=C(Nc1ccccc1)N1CCc2scc[n+]2-c2ccccc21 | 5 | -6 | 1 | 7 | 35 | -3 | 0.7 | 5 | -5
O=C(Nc1ccc(NC(=O)C2CC2)nc1)c1cccc(F)c1 | 0 | -22 | -1 | 12 | -2 | 0 | -3.6 | 2 | -6
O=C(O)C1CC=CCC1C(=O)NNc1c(Cl)cc(Cl)cc1Cl (centres undefined) | 2 | -11 | 7 | 15 | 0 | 2 | -0.6 | -3 | -10
Cc1ccc(NC(=O)c2cn(-c3cccc(C)n3)cn2)cc1 | 1 | 6 | 0 | 11 | . | 0 | -0.5 | -9 | -3
COC(=O)CCC(=O)Oc1ccc(OC(=O)CCC(=O)OC)cc1 | 1 | -1 | 8 | -9 | 0 | 9 | 0.3 | -16 | -4
O=C(NC(NC(=S)Nc1cccc(C(=O)O)c1)C(Cl)(Cl)Cl)OCc1ccccc1 (centres undefined) | -3 | -13 | 1 | -3 | 3 | -1 | 1.6 | -13 | -7
NS(=O)(=O)c1ccc(NC(=S)Nc2ccc(C(=O)N3CCCCC3)cc2)cc1 | -1 | 12 | 6 | -1 | 2 | -1 | 0.3 | 17 | 6
CCOc1ccc2nc(COC(=O)c3ccco3)c(C(C)=O)[n+]([O-])c2c1 | -4 | -20 | 1 | -1 | 8 | -4 | 3.0 | 9 | -1
Cc1cc(C)nc(/N=C2\NC(=O)CC(C(=O)O)N2c2ccc(Cl)cc2)n1 (centres undefined) | -3 | -4 | -1 | 5 | 1 | -6 | 4.5 | 30 | 0
COC(=O)N/N=C\c1c(C)[nH]n(-c2ccccc2)c1=O | -4 | 15 | 9 | -3 | -1 | 3 | -0.2 | -2 | -16
CCn1c(SCC(=O)N2CCCCC2)nc2c(c1=O)SC(C)C2 (centres undefined) | 7 | -10 | 2 | -3 | 0 | -4 | 0.9 | 12 | -9
COc1ccc(N2CCN(C(=O)CSc3nnc(-c4cccnc4)n3-c3ccc(F)cc3)CC2)cc1 | 3 | -1 | 3 | 6 | -6 | -2 | 0.7 | -16 | -3
CC1(c2ccccc2Cl)NC(=O)N(CC(=O)NCc2ccco2)C1=O (centres undefined) | -3 | 3 | 5 | -9 | 1 | 2 | -1.4 | -8 | 3
CCOC(=O)N1CCN(C(=O)Cn2ccc3c(OC)cccc3c2=O)CC1 | 1 | -1 | 1 | 0 | 0 | 3 | 0.6 | -10 | -11
Cc1ccc(CC(=O)N2CCN(c3ccccc3F)CC2)cc1 | 5 | 0 | 8 | -7 | -2 | 1 | 1.7 | -1 | -2
c1ccc(C2Nc3ccccc3-c3nc4ccccc4n32)nc1 (centres undefined) | -4 | -10 | 3 | -5 | . | 1 | 1.0 | 12 | 2
CCCc1c(C)nn(C(=O)/C(C#N)=N/Nc2ccccc2[N+](=O)[O-])c1C | 3 | -3 | 4 | 12 | -1 | -2 | 0.7 | 18 | -2
O=C(c1cc2ccccc2c(=O)o1)N1CCCc2ccccc21 | 0 | 4 | 3 | 5 | 5 | 2 | 0.4 | -3 | 1
CC(C)(C)OC(=O)NNC(=O)c1ccc(Cl)cc1 | -2 | 6 | -4 | 0 | 0 | 0 | -0.9 | 19 | -3
CCOc1ccc(NC(=S)Nc2cc(-c3ccccc3)[nH]n2)cc1 | 2 | -19 | 2 | -7 | 8 | -1 | 0.4 | -10 | -14
CCC1(c2ccc(Cl)cc2)NC(=O)N(Cc2ccc(C(=O)OC)cc2)C1=O (centres undefined) | -1 | 5 | 7 | 1 | -2 | 3 | -1.0 | -5 | -5
COC(=O)c1ccc(COc2ccccc2/C=C(\C#N)C(=O)Nc2c(C)cccc2C)cc1 | 4 | -9 | 3 | -1 | 0 | 1 | 0.2 | -3 | -10
COc1ccc(OC)c(NC(=O)CSc2nnc(N)s2)c1 | 6 | 13 | 2 | -19 | 2 | 1 | 2.3 | -40 | -10

Next section:
SMILES | NPY-Y1 antag | S1P4 antag | BaF3 tox | NPY-Y2 PAM-ag | Runt-CBFb FRET | Ba/F3 V617F tox | S1P4 agonist | NPY1 pot ag | RBBP9 inh
CC(C)Oc1cccc(C(=O)C2CCCN(C(=O)c3csnn3)C2)c1 (centres undefined) | 1 | -8 | 6 | 8 | . | -3 | 1.7 | 0 | -2
O=C(c1ccccc1F)N1CCN(CC2CC3C=CC2C3)CC1 (centres undefined) | 6 | 0 | 1 | 11 | -1 | -2 | 0.8 | 3 | -10
O=C(c1ccc(=O)n(Cc2ccccc2)n1)N1CCN(C/C=C/c2ccccc2)CC1 | 5 | 12 | 5 | -10 | -5 | 0 | 0.4 | 0 | 7
C=CCNC(=O)c1onc(CSc2cccc(OCC)c2)c1C(=O)O | 12 | -8 | 2 | -23 | 0 | -1 | -0.6 | -1 | -5
CCn1c(SCC(=O)c2c[nH]c3ccccc23)nc2cc(S(=O)(=O)N3CCOCC3)ccc21 | 5 | -1 | 6 | 4 | 0 | 3 | 0.8 | -12 | -18
Cc1cc(NC(=O)C2CCCCC2)n(-c2nc3ccccc3[nH]2)n1 | 9 | -14 | 4 | -14 | -5 | -2 | -0.1 | -23 | -5
CC(C(=O)OCC(=O)c1ccccc1)N1C(=O)C2C3CCC(C3)C2C1=O (centres undefined) | -1 | 0 | 6 | 6 | -2 | 0 | -1.9 | 25 | 6
Cn1c(NC(=O)c2ccc(F)c(F)c2)cc(=O)n(C)c1=O | -1 | 1 | 6 | -3 | -1 | -2 | 0.8 | 2 | -8
COc1ccc(-c2onc(C)c2-c2cnn(-c3ccccc3)c2)c(O)c1 | 14 | -6 | 2 | 12 | 7 | 0 | 0.6 | 7 | 2
S=C(NCCCn1ccnc1)NC1CCCCC1 | 2 | -2 | 8 | 1 | -2 | 0 | 0.8 | 22 | -2
O=C(O)c1cc(NN=Nc2cccc([N+](=O)[O-])c2)cc([N+](=O)[O-])c1 | . | -19 | 0 | 1 | -2 | -1 | -0.2 | 8 | -2
O=C(O)c1ccccc1NN=C1CCCCC1 | 5 | -24 | 2 | -14 | 4 | -6 | -0.8 | 7 | 3
CC1CCC2(CC1)NC(=O)N(Cc1nnc(-c3cccs3)o1)C2=O (centres undefined) | 6 | -4 | 8 | -2 | 0 | 6 | 4.6 | -6 | 1
Cc1cccc(NC(=O)N(Cc2cc3cc(C)cc(C)c3[nH]c2=O)CC2COCCO2)c1 (centres undefined) | 0 | -6 | 3 | -6 | -18 | -4 | -0.6 | 6 | 2
Cn1c(SCC(=O)Nc2cc(S(=O)(=O)N3CCOCC3)ccc2N2CCOCC2)nnc1-c1ccncc1 | -2 | -11 | 5 | -9 | -1 | 0 | -0.5 | 6 | -3
C=CCc1ccc(OCCOc2cccc3cccnc23)c(OC)c1 | 1 | -28 | -1 | -9 | -5 | -4 | 0.0 | 8 | 9
Cc1ccc(C)c(N(Cc2cc3ccc(C)cc3[nH]c2=O)C(=O)c2ccco2)c1 | . | 3 | -4 | 2 | 3 | 2 | 0.6 | 17 | 3
CC(=O)c1sc(NC(=O)C2COc3ccccc3O2)nc1C (centres undefined) | -8 | 0 | 1 | 8 | . | -2 | -1.1 | 18 | -5
CC1Cc2ccccc2N1C(=O)c1cnc2ccccn2c1=O (centres undefined) | -6 | 0 | 6 | -1 | -2 | -3 | -0.2 | 2 | -4
CC(C)c1ccc(NC(=S)NNC(=O)C2CC2)cc1 | 10 | -8 | 7 | -18 | 4 | 4 | 2.1 | 5 | 0
CCOC(=O)/C(=C\c1cccc(O)c1)c1nc2sc(C)c(C)c2c(=O)[nH]1 | 3 | 15 | 5 | -4 | 46 | 4 | -1.5 | -16 | -4
Cc1cc(NC(=O)/C(C#N)=C/c2ccco2)n(-c2ccccc2)n1 | -2 | -9 | 7 | -1 | 1 | 2 | 1.7 | -16 | -6
CCOC(=O)c1c(C)[nH]c(C)c1C(=O)CSc1nnc(-c2ccco2)n1Cc1ccccc1 | 2 | 14 | 6 | 2 | -2 | 5 | -0.3 | 2 | -4
COc1ccc2c(c1OC)C(=O)OC2Nc1nc2ccccc2s1 (centres undefined) | . | -1 | 2 | -3 | 2 | -5 | 0.9 | -8 | 2
COc1ccc(C2C3=C(CC(C)(C)CC3=O)Oc3ncn(CCCn4ccnc4)c(=N)c32)cc1 (centres undefined) | -4 | -15 | 9 | 6 | 0 | 3 | 0.3 | -8 | 0

Going on with the list:
SMILES | NPY-Y1 antag | S1P4 antag | BaF3 tox | NPY-Y2 PAM-ag | Runt-CBFb FRET | Ba/F3 V617F tox | S1P4 agonist | NPY1 pot ag | RBBP9 inh
Cc1cc(C)nc(N2CCCC(C(=O)Nc3nnc(C)s3)C2)n1 (centres undefined) | 5 | -11 | 1 | 8 | -1 | 3 | 2.1 | 4 | 8
Cc1ccc(-n2c(SCC(=O)N/N=C/c3ccccc3OCC(=O)O)nc3ccccc3c2=O)cc1 | . | -9 | 0 | 6 | -1 | 4 | 0.9 | -9 | -5
Cc1ccc(NC(=O)COc2ncnc3sccc23)cc1S(=O)(=O)N(C)C | 1 | -15 | 6 | -9 | 1 | 3 | -0.1 | -10 | -14
CCC(C)[C@H](NC(=O)OC(C)(C)C)C(=O)N/N=C/c1cccc2nccnc12 (some centres undefined) | 9 | -17 | 4 | -2 | -1 | 1 | 3.8 | -2 | -14
c1ccc(CN2CCN(Cc3nnc(-c4ccccc4)o3)CC2)cc1 | 1 | -4 | 5 | -12 | 0 | 1 | 0.1 | -7 | 0
COc1ccc(N2CC(NC(=O)N(C)CCC#N)CC2=O)cc1 (centres undefined) | -3 | 13 | 3 | -2 | -1 | 0 | -1.3 | 0 | -9
